IDH1 R132H inh – inhibitors of human IDH1 R132H. O75874. IDH1 R132H reductase, diaphorase/resazurin fluorescence, 60 min. inhibition, % at 10 µM. AID 624101. 0.18% of 70,000 active; in the data active = inhibition above about 34%;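 note: 0% = DMSO and 100% = no enzyme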
Target sequence (O75874 whole entry R132H): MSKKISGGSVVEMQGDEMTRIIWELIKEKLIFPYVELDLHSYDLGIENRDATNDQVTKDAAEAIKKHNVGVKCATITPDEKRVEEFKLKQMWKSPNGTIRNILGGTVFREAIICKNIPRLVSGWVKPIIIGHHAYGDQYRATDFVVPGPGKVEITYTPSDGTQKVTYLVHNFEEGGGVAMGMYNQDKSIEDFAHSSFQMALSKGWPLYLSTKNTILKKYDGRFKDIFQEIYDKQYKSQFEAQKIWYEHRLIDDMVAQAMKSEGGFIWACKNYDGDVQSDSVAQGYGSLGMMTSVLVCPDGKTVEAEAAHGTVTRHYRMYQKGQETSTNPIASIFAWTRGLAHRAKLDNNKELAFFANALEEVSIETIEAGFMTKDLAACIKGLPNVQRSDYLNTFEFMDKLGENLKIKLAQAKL
EZH2 inh – blocks human EZH2/PRC2 H3K27 methylation; Q15910; DELFIA TRF, 1 h; inhibition, % at 12.5 µM; 0.35% of 57,000 active; AID 651548;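 active = mean inhibition of replicates at least 50% and every single replicate also reaching 50%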;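 note: dimethyl H3K27 on biotinylated H3 21-44 peptide detected by antibody; plate controls were median neutral control wells for no effect and median positive control wells for full effect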
Active calls of the source: *; & = joins results of further samples.

`CO[C@H]1CN(C)C(=O)c2cc(NS(=O)(=O)c3cccc(F)c3)ccc2OC[C@H](C)NC[C@H]1C` gave IDH1 R132H inh 0.3 and EZH2 inh 3.
For COc1ccc(C)cc1NC(=O)CN(c1cc(C)cc(C)c1)S(C)(=O)=O the results were IDH1 R132H inh 0.1 and EZH2 inh 4.
COC(=O)C[C@@H]1C[C@H]2c3cc(NS(=O)(=O)c4ccc(OC)cc4)ccc3O[C@H]2[C@H](CO)O1 was read as IDH1 R132H inh -0.3 and EZH2 inh -4.
`Cc1ccc(OCC(=O)Nc2ncccc2C)cc1` gave IDH1 R132H inh 0.0 and EZH2 inh 0.
For COc1cccc(C#Cc2cnc3c(c2)C(=O)N([C@H](C)CO)C[C@H](C)[C@@H](CN(C)C(=O)C2CCOCC2)O3)c1 the results were EZH2 inh -14.
For CC(C)NC(=O)N(C)C[C@@H]1Oc2c(NC(=O)c3nc4ccccc4s3)cccc2C(=O)N([C@@H](C)CO)C[C@H]1C the results were IDH1 R132H inh 0.5.
Screening CN(C)S(=O)(=O)c1ccc(C(=O)NCc2cccnc2)cc1 returned IDH1 R132H inh -0.9 and EZH2 inh 6.
C[C@H]1CN([C@@H](C)CO)C(=O)c2cccc(NS(=O)(=O)c3ccccc3)c2O[C@H]1CN(C)S(C)(=O)=O was read as IDH1 R132H inh 1.7.
For COc1ccc(/C=C/C(=O)O[C@]2(C)CCC3C(C(=O)O)=CO[C@@H](O[C@@H]4O[C@H](CO)[C@@H](O)[C@H](O)[C@H]4O)[C@@H]32)cc1 (stereo not given in full) the results were IDH1 R132H inh 0.2 and EZH2 inh 13.
`CCC(=O)N(C)C[C@H]1Oc2cc(-c3ccc(F)cc3)ccc2S(=O)(=O)N([C@H](C)CO)C[C@@H]1C` gave IDH1 R132H inh 4.9.
Cc1ccc(NC2=CC(=O)c3sc(C)nc3C2=O)cc1 was read as IDH1 R132H inh -0.2 and EZH2 inh -33.
COc1ccc(S(=O)(=O)N[C@H]2CC[C@H](CC(=O)NCc3ccccc3F)O[C@H]2CO)cc1 was read as IDH1 R132H inh 0.0 and EZH2 inh -10.
`C[C@@H]1CN([C@H](C)CO)C(=O)c2cc(NS(=O)(=O)c3ccc(F)cc3)ccc2O[C@@H](C)CCCCO[C@H]1CN(C)S(=O)(=O)c1ccc(F)cc1` gave IDH1 R132H inh 1.9.
Screening CNC[C@H]1OCCCC[C@H](C)Oc2ccc(NS(=O)(=O)c3ccc(F)cc3)cc2C(=O)N([C@@H](C)CO)C[C@@H]1C returned IDH1 R132H inh 4.9 and EZH2 inh -3.
For CCN1/C(=C2\C(=O)N=C(C)N2c2ccccc2)C=Cc2ccc(C)cc21 the results were IDH1 R132H inh 1.3 and EZH2 inh 4.
`O=C(C[C@H]1C=C[C@@H](NS(=O)(=O)c2ccc(F)cc2)[C@H](CO)O1)NC1CCC1` gave IDH1 R132H inh 0.2 and EZH2 inh -4.
Screening C[C@@H]1CN([C@H](C)CO)C(=O)c2cccc(NC(=O)c3ccncc3)c2O[C@H]1CN(C)S(=O)(=O)c1ccc(F)cc1 returned IDH1 R132H inh 0.2 and EZH2 inh -5.
`CNC[C@@H]1OCCCC[C@H](C)Oc2ccc(NC(=O)Cc3ccccc3)cc2C(=O)N([C@H](C)CO)C[C@@H]1C` gave IDH1 R132H inh -0.2 and EZH2 inh -1.
For C[C@H]1CN([C@@H](C)CO)C(=O)c2cc(NC(=O)CCC(F)(F)F)ccc2O[C@H]1CN(C)CC1CCCCC1 the results were IDH1 R132H inh -2.2 and EZH2 inh -5.
Cc1ccc(S(=O)(=O)N(C)Cc2nc(-c3ccccn3)no2)cc1 was read as IDH1 R132H inh 0.1 and EZH2 inh 1.
Screening Cc1noc(C)c1NC(=O)Nc1ccc2c(c1)C(=O)N([C@H](C)CO)C[C@@H](C)[C@@H](CN(C)Cc1ccc3c(c1)OCO3)OCCCC[C@H](C)O2 returned IDH1 R132H inh 1.8.
For O=C(Cc1ccccn1)NCC[C@H]1CC[C@H](NC(=O)Nc2ccc(C(F)(F)F)cc2)[C@@H](CO)O1 the results were IDH1 R132H inh 0.0 and EZH2 inh -22.
`Cc1noc(C)c1NC(=O)N(C)C[C@@H]1Oc2ccc(NS(=O)(=O)c3c(C)noc3C)cc2C(=O)N([C@@H](C)CO)C[C@H]1C` gave IDH1 R132H inh 1.7.
COc1ccc(-c2cnc3c(c2)C(=O)N([C@H](C)CO)C[C@H](C)[C@@H](CN(C)C(=O)CN(C)C)O3)cc1 was read as IDH1 R132H inh 3.6 and EZH2 inh -9.

As a working copy, 2 of the compounds above:
Screening C[C@@H]1CN([C@H](C)CO)C(=O)c2cccc(NC(=O)c3ccncc3)c2O[C@H]1CN(C)S(=O)(=O)c1ccc(F)cc1 returned IDH1 R132H inh 0.2 and EZH2 inh -5.
`CNC[C@@H]1OCCCC[C@H](C)Oc2ccc(NC(=O)Cc3ccccc3)cc2C(=O)N([C@H](C)CO)C[C@@H]1C` gave IDH1 R132H inh -0.2 and EZH2 inh -1.

More compounds:
C[C@@H]1CN([C@@H](C)CO)S(=O)(=O)c2ccc(/C=C/c3ccccc3)cc2O[C@@H]1CN(C)C(=O)c1ccc2c(c1)OCO2 was read as IDH1 R132H inh 0.2.
Screening C[C@@H]1CCCCO[C@H](CN(C)C(=O)Nc2ccc3c(c2)OCO3)[C@H](C)CN([C@H](C)CO)C(=O)c2cc(NC(=O)Cc3ccccc3)ccc2O1 returned IDH1 R132H inh 1.3.
`CC(C)C#Cc1ccc2c(c1)O[C@@H](CN(C)S(=O)(=O)c1cn(C)cn1)[C@@H](C)CN([C@H](C)CO)S2(=O)=O` gave EZH2 inh -10&-3.
For COc1c(OC)c2c(C)cccc2oc1=O the results were IDH1 R132H inh 0.2.
Screening C[C@H]1CN([C@@H](C)CO)C(=O)Cc2cc(NC(=O)CCCCCC(=O)Nc3ccccc3N)ccc2O[C@H]1CN(C)Cc1ccncc1 returned EZH2 inh 2.
C[C@@H]1CN([C@H](C)CO)C(=O)Cc2cc(NC(=O)Cc3ccccc3)ccc2O[C@@H]1CN(C)Cc1ccncc1 was read as IDH1 R132H inh 6.7.
O=[N+]([O-])c1ccccc1S(=O)(=O)Nc1cccc2cccnc12 was read as IDH1 R132H inh -0.5 and EZH2 inh -9.
Screening O=C(C[C@@H]1C[C@H]2c3cc(NC(=O)Nc4ccccc4)ccc3O[C@H]2[C@@H](CO)O1)NCc1ccccc1 returned IDH1 R132H inh 0.3 and EZH2 inh -2.
For CO[C@H]1CN(C)C(=O)c2ccc(NC(=O)Cc3ccccc3)cc2OC[C@@H](C)N(CC2CC2)C[C@@H]1C the results were IDH1 R132H inh 0.4 and EZH2 inh -4.
`C[C@@H]1CCCCO[C@H](CN(C)S(=O)(=O)c2cccs2)[C@@H](C)CN([C@@H](C)CO)C(=O)c2cc(NC(=O)c3ccccc3)ccc2O1` gave IDH1 R132H inh 3.8.
C[C@H](CO)N1C[C@H](C)[C@@H](CN(C)Cc2ccccn2)Oc2ncc(C#CC(C)(C)O)cc2C1=O was read as IDH1 R132H inh -0.6 and EZH2 inh 5.
Screening C[C@@H]1CN([C@H](C)CO)C(=O)c2cc(NC(=O)Cc3cn(C)c4ccccc34)ccc2O[C@H]1CN(C)CC1CCCCC1 returned IDH1 R132H inh -23.
COCC(=O)Nc1ccc2c(c1)[C@@H]1C[C@H](CC(=O)N3CCN(C)CC3)O[C@H](CO)[C@@H]1O2 was read as IDH1 R132H inh -1.6 and EZH2 inh 17.
`CC(Sc1ncnc2sc(-c3ccccc3)cc12)C(=O)Nc1ccccc1C(F)(F)F` (stereo not given) gave IDH1 R132H inh 0.3 and EZH2 inh 2.
C[C@H]1CN([C@@H](C)CO)C(=O)c2cc(NS(=O)(=O)c3cccs3)ccc2O[C@@H]1CN(C)C(=O)Nc1ccc(F)cc1 was read as IDH1 R132H inh 0.7.
For Cc1noc(C)c1S(=O)(=O)Nc1ccc2c(c1)C(=O)N([C@@H](C)CO)C[C@H](C)[C@H](CN(C)C(=O)Nc1ccc3c(c1)OCO3)O2 the results were IDH1 R132H inh -1.6.
`COc1ccc(S(=O)(=O)Nc2ccc3c(c2)CC(=O)N([C@@H](C)CO)C[C@H](C)[C@H](CN(C)Cc2ccc(C(=O)O)cc2)O3)cc1` gave IDH1 R132H inh 0.0.
`COc1ccccc1NC(=O)C1CCCN(S(=O)(=O)c2ccc(Br)cc2)C1` (stereo not given) gave IDH1 R132H inh 0.3 and EZH2 inh 14.
C[C@H](CO)N1C[C@H](C)[C@@H](CN(C)CC2CCCCC2)Oc2ccc(NC(=O)Nc3ccc(F)cc3)cc2C1=O was read as EZH2 inh -11.
For O=C(NC1CCCCC1)N[C@H]1CC[C@H](CCNS(=O)(=O)c2ccc(Cl)cc2)O[C@H]1CO the results were IDH1 R132H inh 0.5 and EZH2 inh -12.
COCCNC(=O)C[C@@H]1C[C@H]2c3cc(NC(=O)Nc4ccccc4)ccc3O[C@H]2[C@@H](CO)O1 was read as IDH1 R132H inh 0.2 and EZH2 inh 10.
For C[C@@H]1CN([C@@H](C)CO)C(=O)c2cc(NS(C)(=O)=O)ccc2O[C@H]1CN(C)C(=O)Nc1ccc2c(c1)OCO2 the results were IDH1 R132H inh -0.1.
`COC(=O)C(O)(CC(=O)Nc1ccc(OC(F)(F)F)cc1)C(F)(F)F` (stereo not given) gave IDH1 R132H inh -0.4 and EZH2 inh -20.
`CO[C@@H]1CN(C)C(=O)c2ccc(NC(=O)C3CCOCC3)cc2OC[C@@H](C)N(CC2CC2)C[C@@H]1C` gave IDH1 R132H inh -0.2 and EZH2 inh 2.

Retrieved by compound from the list above:
C[C@H](CO)N1C[C@H](C)[C@@H](CN(C)CC2CCCCC2)Oc2ccc(NC(=O)Nc3ccc(F)cc3)cc2C1=O was read as EZH2 inh -11.
`COC(=O)C(O)(CC(=O)Nc1ccc(OC(F)(F)F)cc1)C(F)(F)F` (stereo not given) gave IDH1 R132H inh -0.4 and EZH2 inh -20.
For O=C(NC1CCCCC1)N[C@H]1CC[C@H](CCNS(=O)(=O)c2ccc(Cl)cc2)O[C@H]1CO the results were IDH1 R132H inh 0.5 and EZH2 inh -12.
COCCNC(=O)C[C@@H]1C[C@H]2c3cc(NC(=O)Nc4ccccc4)ccc3O[C@H]2[C@@H](CO)O1 was read as IDH1 R132H inh 0.2 and EZH2 inh 10.
C[C@H]1CN([C@@H](C)CO)C(=O)c2cc(NS(=O)(=O)c3cccs3)ccc2O[C@@H]1CN(C)C(=O)Nc1ccc(F)cc1 was read as IDH1 R132H inh 0.7.
`COc1ccccc1NC(=O)C1CCCN(S(=O)(=O)c2ccc(Br)cc2)C1` (stereo not given) gave IDH1 R132H inh 0.3 and EZH2 inh 14.
`COc1ccc(S(=O)(=O)Nc2ccc3c(c2)CC(=O)N([C@@H](C)CO)C[C@H](C)[C@H](CN(C)Cc2ccc(C(=O)O)cc2)O3)cc1` gave IDH1 R132H inh 0.0.

(continued)
C[C@@H]1CN([C@H](C)CO)C(=O)c2cccc(NC(=O)c3ccc(-c4nccs4)cc3)c2O[C@@H]1CN(C)C(=O)Nc1ccc(F)cc1 was read as IDH1 R132H inh -20.
For CN(C)CC(=O)Nc1ccc2c(c1)[C@H]1C[C@H](CC(=O)N3CCOCC3)O[C@H](CO)[C@H]1O2 the results were IDH1 R132H inh 0.0 and EZH2 inh -14.
O=C(NCc1ccco1)c1cc(-c2cccnc2)nc2ccc(Br)cc12 was read as IDH1 R132H inh 0.1 and EZH2 inh -9.
Cc1noc(C)c1NC(=O)Nc1ccc2c(c1)C(=O)N([C@H](C)CO)C[C@@H](C)[C@@H](CN(C)C(=O)Nc1ccccc1)OCCCC[C@@H](C)O2 was read as IDH1 R132H inh 2.0.
CO[C@@H]1CN(C)C(=O)c2ccc(NC(=O)C3CC3)cc2OC[C@H](C)N(Cc2cccc(F)c2)C[C@@H]1C was read as EZH2 inh -2.
COc1cccc(C(=O)Nc2ccc3c(c2)C(=O)N(C)C[C@H](OC)[C@H](C)CN(C)[C@@H](C)CO3)c1 was read as IDH1 R132H inh 0.0 and EZH2 inh -8.
`C[C@H]1CN([C@@H](C)CO)C(=O)c2cccc(NC(=O)Nc3ccc(C(F)(F)F)cc3)c2O[C@H]1CN(C)S(=O)(=O)c1ccccc1` gave IDH1 R132H inh 1.4.
For CC(C)NC(=O)Nc1ccc2c(c1)C(=O)N([C@@H](C)CO)C[C@@H](C)[C@@H](CN(C)S(=O)(=O)c1cn(C)cn1)O2 the results were IDH1 R132H inh -0.4.
For C[C@H]1CCCCO[C@H](CN(C)S(=O)(=O)c2ccccc2)[C@@H](C)CN([C@@H](C)CO)C(=O)c2cc(NS(=O)(=O)c3cccs3)ccc2O1 the results were IDH1 R132H inh 0.0.
For COc1ccc(OCC(=O)Nc2cc(OC)ccc2OC)cc1 the results were IDH1 R132H inh -0.7 and EZH2 inh -2.
`CNC[C@@H]1Oc2ccc(NC(=O)Nc3ccccc3)cc2C(=O)N([C@H](C)CO)C[C@H]1C` gave EZH2 inh -7.
C[C@@H]1CN([C@@H](C)CO)C(=O)c2cccc(NC(=O)C3CCOCC3)c2O[C@H]1CN(C)C(=O)Nc1ccccc1 was read as IDH1 R132H inh -1.3 and EZH2 inh 5.
Screening C[C@@H]1CN([C@H](C)CO)S(=O)(=O)c2ccc(C#Cc3ccncc3)cc2O[C@H]1CN(C)S(=O)(=O)c1ccc(F)cc1 returned IDH1 R132H inh -0.2 and EZH2 inh 15.
`COc1ccccc1C(=O)Nc1ccc2c(c1)C(=O)N(C)C[C@H](OC)[C@H](C)CN(C(C)=O)[C@@H](C)CO2` gave IDH1 R132H inh -0.4 and EZH2 inh 1.
Screening Cc1ccc(S(=O)(=O)Nc2ccc3c(c2)CC(=O)N([C@@H](C)CO)C[C@H](C)[C@H](CN(C)Cc2ccc(C(=O)Nc4ccccc4N)cc2)O3)cc1 returned IDH1 R132H inh 0.7.
O=C(c1ccc([N+](=O)[O-])cc1)n1nc(-c2ccc(Cl)cc2)nc1NCc1ccco1 was read as IDH1 R132H inh -0.5 and EZH2 inh -5.
Cc1ccc(C(=O)CC2(O)C(=O)N(CC(N)=O)c3ccccc32)s1 (stereo not given) was read as IDH1 R132H inh 0.2 and EZH2 inh 9.

Screening results (PubChem)

A portion of the library. The share of hits here may be higher or lower than overall.
